# CHRM5 antagonist: blocks acetylcholine activation of human M5 receptor | P08912 | CHO-hM5 cells, Fluo-8 calcium fluorescence, ACh EC80 | inhibition, % at 3 µM | 360,000 compounds, 0.59% hits | AID 624040;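 active = inhibition above a per-plate cutoff, the mean of that plate's test compounds plus 3 SD, cut at about 27% in these data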;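 also: 0% = acetylcholine EC80 with DMSO and 100% = DMSO without agonist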
# CRFR2-BP antag: blocks CRF-induced signaling of the CRF-BP/CRF-R2 complex. HEK293 CRF-R2/CRF-BP, CRF-induced calcium fluorescence. inhibition, % at 11.8 µM. 350,000 compounds, 0.59% hits;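 active = inhibition of the ligand-induced calcium signal above about 50% at the single tested concentration, limit read from the data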
# TAAR1 antagonist: human TAAR1 antagonism. Q96RJ0. CHO RD-HGA16 TAAR1, Fluo-8 calcium fluorescence, antagonist. inhibition, % at 3 µM. 360,000 compounds, 1.5% hits. AID 624466;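 active = inhibition above a per-plate cutoff, the mean inhibition of test compounds on that plate plus 3 SD, cut at about 49% in these data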;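 also: 0% = DMSO plus EC80 beta-PEA response and 100% = DMSO alone without agonist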
# Target sequence (Q96RJ0 whole entry, looked up): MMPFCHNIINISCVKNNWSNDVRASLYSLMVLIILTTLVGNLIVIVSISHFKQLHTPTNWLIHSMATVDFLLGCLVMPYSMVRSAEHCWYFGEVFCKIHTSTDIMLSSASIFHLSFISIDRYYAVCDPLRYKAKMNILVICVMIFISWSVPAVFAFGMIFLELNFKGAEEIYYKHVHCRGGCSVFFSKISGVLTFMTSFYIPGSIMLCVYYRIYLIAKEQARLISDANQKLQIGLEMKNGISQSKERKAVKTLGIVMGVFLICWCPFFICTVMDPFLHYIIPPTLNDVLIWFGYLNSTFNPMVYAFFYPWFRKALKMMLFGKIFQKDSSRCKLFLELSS
#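 test system = CHO RD-HGA16 cells bearing hTAAR1 | replication = singlicate | controls = DMSO-only wells and EC80 β-PEA-stimulated wells | reagent = EC80 β-phenethylamine stimulus | read-out basis = percent inhibition of PEA-evoked calcium signal, max/basal emission ratio | schedule = seeding 17-24 h prior, 75-min 37 °C, 30-min RT dye loading | signal = kinetic Fluo-8 calcium fluorescence measurement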
# CHO-K1 Ca PAM: counter-screen for M1 PAMs: effect in parental CHO-K1 cells; ATP EC20, Fluo-8 calcium fluorescence; 0% at ATP EC20, 100% at ATP max; activation, % at 3 µM; 360,000 compounds, 0.02% hits; AID 602247;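 active = activation above the run cutoff, the mean activation of all test compounds plus 3 SD, cut at about 40% in these data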;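 also: peak over basal fluorescence ratio in a 140 s read after ATP addition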
# M5 ag: CHRM5 agonism in calcium assay; CHO-K1 hM5 cells, Fluo-8 calcium fluorescence; 0% DMSO wells, 100% maximal acetylcholine response; activation, % at 3 µM; 360,000 compounds, 0.19% hits;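 active = activation above the run's mean over test compounds plus 3 SD, cut at about 23% in these data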;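 also: signal is peak over basal fluorescence ratio across the kinetic read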
# TAAR1 ag: human TAAR1 agonism; Q96RJ0; CHO RD-HGA16 TAAR1, Fluo-8 calcium fluorescence; vehicle wells 0%, saturating PEA agonist 100%; activation, % at 3 µM; 360,000 compounds, 0.99% hits; AID 624467;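 active = activation above the mean activation of all test compounds in the run plus 3 SD, cut at about 38% in these data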
#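 Benchmarks: low control DMSO, high control PEA (EC100); System: CHO RD-HGA16 cells carrying human TAAR1 plus Gα16; Detection: Fluo-8 fluorescence, 5 s baseline then 140 s kinetic read; Schedule: 17-24 h plating, Fluo-8 75 min 37 °C, 30 min RT; Read-out basis: % activation from peak over basal fluorescence ratio, DMSO-to-PEA scaled.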
# CRFR2-BP ag: agonists of human CRF-binding protein/CRF-R2 receptor complex. HEK293 CRF-R2/CRF-BP, calcium dye fluorescence (FLIPR); percent of saturating CRF peptide response. activation, % at 13.2 µM. 350,000 compounds, 0.46% hits. AID 588473;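 active = activation of at least 50%, plus an integration ratio under a set limit after plate pattern correction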;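 also: plate controls were neutral control wells without compound for no effect and CRF at EC100 for full effect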
# CHRM5 PAM: CHRM5 positive allosteric modulation | CHO-K1 hM5, Fluo-8 calcium, ACh EC20 PAM; 0% = ACh EC20, 100% = ACh EC100 | 360,000 compounds, 0.3% hits | activation, % at 3 µM | P08912;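 active = activation above the run cutoff, the mean activation of all test compounds plus 3 SD, cut at about 18% in these data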
#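 Measured by: Fluo-8 calcium fluorescence; material: human M5 receptor in CHO-K1 cells; schedule: Post-acetylcholine fluorescence recording 140 s; benchmarks: low control EC20 acetylcholine (0%), high control EC100 acetylcholine (100%); read-out: Max/basal fluorescence ratio as % of EC20–EC100 ACh window; compound: single dose, 3 µM nominal final test concentration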
# M4 PAM: CHRM4 positive allosteric modulation. 360,000 compounds, 0.4% hits. P08173. CHO-K1 hM4/Gqi5, Fluo-8 calcium fluorescence, ACh EC20; 0% = ACh EC20, 100% = maximal ACh. AID 624126. activation, % at 3 µM;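 active = activation above its plate's cutoff, the mean activation of sample wells plus 3 SD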; also: some results filed as inactive read as strong as hits
# Target sequence (P08173 whole entry, looked up): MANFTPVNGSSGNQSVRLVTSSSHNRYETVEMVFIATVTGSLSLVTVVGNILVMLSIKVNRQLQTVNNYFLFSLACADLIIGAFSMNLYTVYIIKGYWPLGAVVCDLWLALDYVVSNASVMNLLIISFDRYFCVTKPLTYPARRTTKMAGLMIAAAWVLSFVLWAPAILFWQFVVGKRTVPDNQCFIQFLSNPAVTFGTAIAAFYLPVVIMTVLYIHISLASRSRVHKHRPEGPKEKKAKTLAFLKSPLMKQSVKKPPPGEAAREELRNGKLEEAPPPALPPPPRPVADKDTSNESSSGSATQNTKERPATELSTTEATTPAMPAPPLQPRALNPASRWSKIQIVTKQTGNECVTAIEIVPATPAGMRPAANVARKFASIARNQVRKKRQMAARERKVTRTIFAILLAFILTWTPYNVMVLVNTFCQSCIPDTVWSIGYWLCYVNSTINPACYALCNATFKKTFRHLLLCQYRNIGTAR
# * hit, by the source's call; · = not tested or not shown.
SMILES,CHRM5 antagonist,CRFR2-BP antag,TAAR1 antagonist,CHO-K1 Ca PAM,M5 ag,TAAR1 ag,CRFR2-BP ag,CHRM5 PAM,M4 PAM
COc1ccccc1-c1cc2nc(C)cc(C)n2n1,10.4,15.3,-0.9,1.2,-5.2,-1.5,0.1,-6.3,-2.1
CC(C)(C)OC(=O)N(Cc1ccccc1)Cc1ccccc1OCc1cccc(NC(=O)C2CCC2)c1,-5.8,8.7,2.2,8.4,0.2,1.6,0.2,-4.8,-4.4
CCC(C)NC(=O)C1CCN(c2nc(C)cc(C)n2)CC1 (stereo not given),4.9,-3.0,7.4,4.2,-0.6,18.1,-1.0,-4.0,-1.0
CN(CC(=O)Nc1ccccc1Cl)C(=O)c1cc2c(s1)CCCCC2,8.0,-2.1,-9.9,-14.2,1.8,0.7,0.2,0.6,1.7
C=C(C)Cn1c(N2CC(C)CC(C)C2)nc2c1c(=O)[nH]c(=O)n2C (stereo not given),-7.0,-3.3,-0.9,2.9,-1.9,-3.1,-3.8,4.4,8.6
N/C(=N\OC(=O)C1CCCCC1)c1ccncc1,-5.6,-4.1,-12.5,18.4,-1.5,2.1,0.9,1.4,6.4
O=C(COc1ccc([N+](=O)[O-])cc1)N1CCc2ccccc2C1,-10.3,7.5,6.9,-3.9,4.3,0.1,-1.7,-9.5,-1.4
Cc1nccn1-c1ccc(C(F)(F)F)cc1[N+](=O)[O-],-5.6,11.0,-8.1,29.5,-2.5,-2.0,1.5,-1.4,1.8
CCN(CC)CCCn1c(C)cc2c(c1=O)C(c1cccc(Cl)c1)C(C#N)=C(N)O2 (stereo not given),-8.4,10.5,-3.6,1.4,-6.1,-1.1,1.2,5.8,-12.8
CC(=O)Nc1ccc(SCC(=O)c2c(N)n(Cc3ccccc3)c(=O)n(C)c2=O)cc1,-2.1,-8.4,77.0*,11.3,4.7,20.1,-2.1,4.2,0.4
NC(=O)C(=O)NN=C1CCC(c2ccccc2)CC1 (stereo not given),-5.7,2.7,5.3,21.9,0.6,1.4,2.5,3.9,0.1
COc1nc(N(C)C)nc(N(OC)S(=O)(=O)c2ccccc2Cl)n1,0.4,-14.7,8.2,10.4,0.7,16.4,-2.4,-1.4,0.0
COc1ccc(C2CC(=O)Oc3cc4c(cc32)OCO4)cc1 (stereo not given),5.4,20.5,8.6,11.8,-0.5,1.8,-1.4,-4.8,2.2
CCSc1nnc(NC(=O)c2cc(OC)c(OC)c(OC)c2)s1,-3.6,-12.1,-13.7,-9.7,2.9,3.2,-0.8,2.0,-2.6
CCC(OC(=O)c1nsc(Cl)c1Cl)C(=O)NCCOC (stereo not given),-2.1,-1.8,1.2,2.0,-2.9,1.5,-2.7,6.6,1.0
Cc1ccc(S(=O)(=O)N2CCCC2CNC(=O)C(=O)NCc2ccccn2)cc1 (stereo not given),3.5,-0.2,-9.9,1.6,1.7,0.1,0.3,-0.1,3.9
CCOC(=O)c1ccc2ncc(C(=O)OCC)c(NCCN3CCOCC3)c2c1,-1.3,11.4,2.0,24.0,-1.8,3.2,-0.1,5.9,-1.4
O=C1CC(c2ccccc2)n2ncnc2N1 (stereo not given),0.7,13.7,0.9,12.9,-0.6,3.7,-1.2,-2.3,-0.5
O=c1[nH]c(-c2ccc(Cl)cc2)cs1,1.8,1.6,-15.5,-8.8,-0.9,7.8,-1.6,0.0,10.3
COCCNC(=S)Nc1ccc2nsnc2c1,-4.6,2.1,-1.5,18.0,-0.2,2.2,0.4,-4.2,-7.3
COc1ccccc1NC(C)C(=O)Nc1ccc(C(C)=O)cc1 (stereo not given),-3.6,20.5,6.1,19.0,-0.4,0.7,0.2,-3.3,-1.9
C=C(C)C(=O)N1CC2(CC(c3cccc(NC(=O)/C=C\C)c3)=NO2)C[C@H]1C(N)=O (stereo not given in full),7.0,1.8,1.7,5.9,2.8,12.2,-1.1,5.6,0.2
CCCn1c(SCC(=O)NCc2ccco2)nnc1-c1ccncc1,1.5,-0.5,-5.1,17.2,-4.5,4.0,0.8,-0.2,-6.0
CN(CC(=O)Nc1cccc(F)c1)C(=O)c1ccccc1OCC(=O)Nc1cccc(C(F)(F)F)c1,8.3,-4.2,82.2*,19.4,1.7,18.8,0.1,-5.0,-0.1
O=C(NCCOc1ccc(F)cc1)C1CCN(S(=O)(=O)c2ccccc2)CC1,14.7,4.9,46.8,-9.5,3.9,14.4,3.3,-14.8,-11.5
Cc1ccc(CNS(=O)(=O)c2c(C)[nH]c(C)c2C(=O)N2CCCCC2)o1,18.4,-1.8,-17.9,1.9,-4.7,1.4,-1.9,-4.9,3.4
Cc1ccc(C(=O)OCC(=O)Nc2sc3c(c2C#N)CCC3)cc1,11.0,14.3,12.1,22.0,-2.0,0.1,-2.8,-10.5,3.0
COc1cccc2c1C(=O)O/C2=C/c1ccc2c(c1)OCO2,-10.2,·,8.7,-7.9,0.6,5.0,·,4.5,12.5
COc1ccc(NS(=O)(=O)c2ccc(C(=O)NCC3(N4CCOCC4)CCCCC3)cc2)cc1,14.9,-48.8,10.8,17.2,21.9,57.4*,33.2,0.8,6.3
CC(C)(C)c1cc(CN2CCN(CCO)CC2)cc(C(C)(C)C)c1O,-10.1,-5.2,11.5,0.6,-0.4,0.6,0.7,-1.5,2.2
N#Cc1nc(-c2cccc3ccccc23)oc1NCC1CCCO1 (stereo not given),14.0,-12.1,-1.4,-11.2,-8.3,5.8,0.7,-11.9,-1.7
CCC(=O)Nc1nonc1-c1nc2ccccc2n1CCC(C)C,-2.1,-6.8,32.2,4.9,0.6,11.3,-1.7,14.3,1.7
CC(C)OC(=O)CSc1nnc(-c2cnccn2)n1-c1ccccc1,-0.3,4.0,-8.4,7.5,-0.8,2.6,0.6,-4.2,3.6
O=S(=O)(NC1CC1)c1ccc(S(=O)(=O)N2CCCC3(CCCCC3)C2)cc1,1.5,8.2,0.1,1.6,-1.4,0.8,2.0,-7.9,0.8
C=C(C)C(=O)NNc1ccccc1,0.4,-19.9,10.3,15.3,-1.9,5.0,-1.2,-3.8,-0.2
Cc1cc(N2CCN(C(=O)c3[nH]c(C(F)(F)F)nc3-c3ccccc3)CC2)c2ccccc2n1,8.5,·,-25.0,19.4,-2.4,-0.8,·,7.1,-2.2
O=C1C(=O)N(CCCn2ccnc2)C(c2ccc(Cl)cc2)/C1=C(\O)c1ccc2c(c1)OCCO2 (stereo not given),-1.0,8.1,-31.0,-4.5,-2.2,-0.5,-1.2,3.5,1.7
C[C@H](CO)N1C[C@H](C)[C@@H](CN(C)Cc2ccncc2)Oc2c(NS(=O)(=O)c3cccs3)cccc2C1=O,1.8,1.4,11.3,3.7,-0.9,2.0,0.0,7.7,2.6
Cc1cc2oc(=O)cc(-c3ccccc3)c2c(C)c1-c1ccc(C#N)cc1,-6.0,1.4,-21.9,3.6,-2.8,0.3,0.6,-8.6,-6.3
COc1cc([N+](=O)[O-])c(C(=O)N2CCOCC2)c([N+](=O)[O-])c1,-0.9,16.5,-10.1,6.2,2.7,1.6,-1.6,-2.5,0.1
CCCCN(C(=O)CNC(=O)c1ccco1)C(C(=O)NC1CCCC1)c1ccc(OC)cc1 (stereo not given),-4.6,-12.9,9.6,8.6,-3.3,2.5,-3.3,2.2,10.7
CCN(C(=O)COC(=O)CCNS(=O)(=O)c1ccccc1F)c1c(N)n(Cc2ccccc2)c(=O)[nH]c1=O,6.1,11.8,-15.4,13.5,0.0,18.1,-1.3,0.6,3.8
COc1cc(CN(C(=S)NCC(=O)NC2CC2)C2CCCC2)cc(OC)c1OC,1.4,9.2,-4.8,17.4,-0.7,2.6,0.0,2.5,15.9
O=C(NC(Cc1c[nH]c2ccccc12)C(=O)O)c1ccc(Br)cc1 (stereo not given),-16.5,8.3,17.7,14.2,-1.3,3.0,-0.2,8.9,15.6
O=C(CSc1nc(C(F)(F)F)cc(=O)[nH]1)N1CCC(Cc2ccccc2)CC1,3.6,21.2,-2.5,13.9,-10.4,-0.7,-0.8,-21.1,-0.1
CCC(C)n1c(S(=O)(=O)O)nc2ccccc21 (stereo not given),-3.3,9.8,2.9,16.5,0.3,14.7,-3.3,2.0,-0.2
CCN(CC)C(=O)c1cccc(NC(=O)c2cc(C3CC3)nc3c2cnn3C(C)C)c1,1.0,10.0,15.1,-14.4,-2.1,2.2,-1.5,-14.1,-3.5
CCc1ccc(N(CC(=O)NC2CC2)S(=O)(=O)c2ccc(C)cc2)cc1,14.6,-19.9,-36.9,-4.9,-2.8,3.1,-1.5,-7.3,2.1

# By substructure, those above containing an aryl methoxy group.
SMILES,CHRM5 antagonist,CRFR2-BP antag,TAAR1 antagonist,CHO-K1 Ca PAM,M5 ag,TAAR1 ag,CRFR2-BP ag,CHRM5 PAM,M4 PAM
COc1ccccc1-c1cc2nc(C)cc(C)n2n1,10.4,15.3,-0.9,1.2,-5.2,-1.5,0.1,-6.3,-2.1
COc1nc(N(C)C)nc(N(OC)S(=O)(=O)c2ccccc2Cl)n1,0.4,-14.7,8.2,10.4,0.7,16.4,-2.4,-1.4,0.0
COc1ccc(C2CC(=O)Oc3cc4c(cc32)OCO4)cc1 (stereo not given),5.4,20.5,8.6,11.8,-0.5,1.8,-1.4,-4.8,2.2
CCSc1nnc(NC(=O)c2cc(OC)c(OC)c(OC)c2)s1,-3.6,-12.1,-13.7,-9.7,2.9,3.2,-0.8,2.0,-2.6
COc1ccccc1NC(C)C(=O)Nc1ccc(C(C)=O)cc1 (stereo not given),-3.6,20.5,6.1,19.0,-0.4,0.7,0.2,-3.3,-1.9
COc1cccc2c1C(=O)O/C2=C/c1ccc2c(c1)OCO2,-10.2,·,8.7,-7.9,0.6,5.0,·,4.5,12.5
COc1ccc(NS(=O)(=O)c2ccc(C(=O)NCC3(N4CCOCC4)CCCCC3)cc2)cc1,14.9,-48.8,10.8,17.2,21.9,57.4*,33.2,0.8,6.3
COc1cc([N+](=O)[O-])c(C(=O)N2CCOCC2)c([N+](=O)[O-])c1,-0.9,16.5,-10.1,6.2,2.7,1.6,-1.6,-2.5,0.1
CCCCN(C(=O)CNC(=O)c1ccco1)C(C(=O)NC1CCCC1)c1ccc(OC)cc1 (stereo not given),-4.6,-12.9,9.6,8.6,-3.3,2.5,-3.3,2.2,10.7
COc1cc(CN(C(=S)NCC(=O)NC2CC2)C2CCCC2)cc(OC)c1OC,1.4,9.2,-4.8,17.4,-0.7,2.6,0.0,2.5,15.9
